High-throughput results (PubChem)
mIAP block: inhibitors of mouse IAP, primary screen, biochemical, luminescence, uHTS; inhibition, % at 10 µM; AID 2806, 2010; 0.2% of 330,000 active; purified mouse IAP, CDP-Star luminescence, 30 min;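 active = inhibition of at least 40% at 10 µM in the primary screen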;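 note: plate controls were DMSO with enzyme for no effect and no enzyme wells for full effect; values of inactives mirror those of a sister screen read the other way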
hIAP activ: human IAP activators, primary screen, biochemical, luminescence, uHTS; activation factor at 10 µM; Intestinal-type alkaline phosphatase (Homo sapiens), P09923; purified human IAP, CDP-Star luminescence, 30 min; hits give high values; 1 = vehicle-only enzyme, 0 = enzyme-free background; 0.16% of 330,000 active;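 active = activation factor of the enzyme at least 2-fold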; note: the source names both 10 and 20 µM as test concentration; values of inactives mirror those of a sister screen read the other way
A3A deaminase: APOBEC3A ssDNA deaminase inhibitors, primary screen, selectivity assay for APOBEC3G inhibitor project, biochemical, FAM/TAMRA oligo cleavage fluorescence; 0.41% of 330,000 active; AID 493011, 2011; inhibition, % at 20 µM; recombinant A3A, FAM/TAMRA ssDNA deamination fluorescence; DNA dC->dU-editing enzyme APOBEC-3A (Homo sapiens), P31941;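 active = at least 40% inhibition at 20 µM here, with at most 30% in a related deaminase screen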;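 note: plate controls were A3A with DMSO for no effect and wells lacking A3A enzyme for full effect; some results filed as inactive read as strong as hits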
Target sequence (P31941 whole entry, looked up): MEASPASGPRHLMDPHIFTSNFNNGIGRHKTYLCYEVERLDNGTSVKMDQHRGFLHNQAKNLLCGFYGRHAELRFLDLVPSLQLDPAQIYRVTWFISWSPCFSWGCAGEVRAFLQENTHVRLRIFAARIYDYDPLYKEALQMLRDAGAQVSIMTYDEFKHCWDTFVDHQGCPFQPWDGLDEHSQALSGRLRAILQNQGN
hIAP block: human IAP inhibitors, primary screen, biochemical, luminescence, uHTS. Intestinal-type alkaline phosphatase (Homo sapiens), P09923. purified IAP, CDP-Star luminescence, 30 min. inhibition, % at 10 µM. 0.12% of 330,000 active;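 active = inhibition reaching a set limit with compound at 10 µM in the primary screen, cut at about 35% in these data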;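 note: plate controls were DMSO wells with enzyme for no effect and no-enzyme buffer wells for full effect; values of inactives mirror those of a sister screen read the other way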
mIAP act: activators of mouse IAP, primary screen, biochemical, luminescence, uHTS | intestinal alkaline phosphatase [Mus musculus] | muIAP, CDP-Star luminescence, 30 min; hits give high values; 1 = vehicle-only enzyme signal, 0 = enzyme-free wells | activation factor at 10 µM | 0.24% of 330,000 active | AID 2805, 2010;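 active = activation factor of at least 2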; note: the source names both 10 and 20 µM as test concentration; values of inactives mirror those of a sister screen read the other way
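Assay system: mouse IAP enzyme; Reagent: CDP-Star chemiluminescent phosphatase substrate; Compound: DMSO-dissolved test compounds; Incubation: 30 min, room temperature; Technique: luminescence from enzymatic CDP-Star hydrolysis; Controls: DMSO-only wells and no-enzyme negative control.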
HKDC1 inh: HKDC1 hexokinase inhibitors, primary screen, biochemical, fluorescence, uHTS | Q2TB90 | recombinant HKDC1, G6PDH/diaphorase resazurin coupled fluorescence | inhibition, % at 20 µM | 0.16% of 340,000 active | AID 493160, 2011;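 active = inhibition above about 35% when tested at 20 µM, limit read from the data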;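 note: plate controls were DMSO wells with enzyme for no effect and DMSO wells lacking enzyme for full effect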
Target sequence (Q2TB90 whole entry, looked up): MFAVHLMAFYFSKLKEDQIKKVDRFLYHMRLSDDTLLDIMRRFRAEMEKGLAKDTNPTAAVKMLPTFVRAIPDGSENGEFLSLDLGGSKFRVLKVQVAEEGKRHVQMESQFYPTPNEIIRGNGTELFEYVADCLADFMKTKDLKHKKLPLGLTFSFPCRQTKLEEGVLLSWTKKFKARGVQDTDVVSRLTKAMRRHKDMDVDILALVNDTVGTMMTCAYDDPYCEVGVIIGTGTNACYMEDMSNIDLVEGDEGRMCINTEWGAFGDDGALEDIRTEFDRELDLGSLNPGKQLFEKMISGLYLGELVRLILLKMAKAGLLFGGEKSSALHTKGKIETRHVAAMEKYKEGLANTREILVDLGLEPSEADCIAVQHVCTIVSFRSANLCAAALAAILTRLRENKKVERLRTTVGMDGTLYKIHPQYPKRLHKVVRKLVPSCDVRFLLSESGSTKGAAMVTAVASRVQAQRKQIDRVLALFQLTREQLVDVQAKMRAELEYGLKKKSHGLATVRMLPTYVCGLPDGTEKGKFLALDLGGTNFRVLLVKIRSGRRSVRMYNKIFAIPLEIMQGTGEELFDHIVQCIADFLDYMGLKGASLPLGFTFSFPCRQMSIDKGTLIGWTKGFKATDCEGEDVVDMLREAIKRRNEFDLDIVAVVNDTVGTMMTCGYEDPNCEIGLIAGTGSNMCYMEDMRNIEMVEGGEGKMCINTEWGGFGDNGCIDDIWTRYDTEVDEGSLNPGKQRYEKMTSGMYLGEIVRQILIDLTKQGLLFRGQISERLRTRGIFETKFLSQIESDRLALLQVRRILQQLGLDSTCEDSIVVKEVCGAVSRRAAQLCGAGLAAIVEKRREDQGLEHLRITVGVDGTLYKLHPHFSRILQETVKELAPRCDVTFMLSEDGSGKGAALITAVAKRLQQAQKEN
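Assay system – recombinant HKDC1 (HK5) hexokinase enzyme, produced in-house · Input – HKDC1 at 5 µg/mL · Reagent – glucose plus 1 mM ATP as hexokinase substrates · Timing – 90 min reaction incubation at room temperature, dark · Measured by – G6PDH/diaphorase-coupled fluorescence, 1 mM NADP, 100 µM resazurin, 525/613 nm · Benchmarks – DMSO-enzyme wells negative, buffer-substituted wells positive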
ATG4B inh: ATG4B protease inhibitors, primary screen, biochemical, fluorescence, uHTS. inhibition, % at 8.33 µM. ATG4B cleavage of LC3-PLA2, NBD-HPC fluorescence, 1 h. Cysteine protease ATG4B (Homo sapiens), Q9Y4P1. 0.51% of 340,000 active; in the data active = inhibition above about 40%
PfGluPho inh: PfG6PD enzyme inhibitors, primary screen, biochemical, fluorescence intensity, uHTS; 0.78% of 350,000 active; PfGluPho enzyme, NADPH resazurin-diaphorase fluorescence; AID 504690, 2011; inhibition, % at 20 µM; glucose-6-phosphate dehydrogenase-6-phosphogluconolactonase (Plasmodium falciparum 3D7);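 active = inhibition reaching at least a set limit at 20 µM in the primary screen, cut at about 59% in these data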;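 note: 0% = DMSO wells with substrate and 100% = DMSO wells lacking glucose-6-phosphate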
* marks the source's active call; other numbers are inactive results.

Screening O=C(Nc1ccc(F)cc1)C(c1ccccc1)N1CCN(S(=O)(=O)c2c(F)cccc2F)CC1 (stereo not given) returned mIAP block -34, hIAP activ 1, A3A deaminase 0, hIAP block 0, mIAP act 1.3, HKDC1 inh -6, ATG4B inh 15 and PfGluPho inh 2.
`C/C(=N\Nc1cc(-c2ccccc2)nc(-c2ccc(Br)cc2)n1)c1cccc(N)c1` gave mIAP block -3, hIAP activ 0.99, A3A deaminase 3, hIAP block 1, mIAP act 1, HKDC1 inh -4, ATG4B inh 11 and PfGluPho inh 10.
Screening COc1cccc(C2(O)CCN(C(=O)c3cccs3)CC2)c1 returned mIAP block 0, hIAP activ 1.2, A3A deaminase -5, hIAP block -18, mIAP act 1, HKDC1 inh -3, ATG4B inh -7 and PfGluPho inh -8.
COC(=O)c1cc(S(=O)(=O)NCC2CCN(Cc3ccc(F)cc3)CC2)cn1C was read as mIAP block 2, hIAP activ 1.1, A3A deaminase -2, hIAP block -7, mIAP act 0.98, HKDC1 inh -1, ATG4B inh -5 and PfGluPho inh -6.
Screening COc1cccc(CNC(=O)C2CCN(S(=O)(=O)c3ccc(-n4cnnn4)cc3)CC2)c1 returned mIAP block -15, hIAP activ 1.1, A3A deaminase 0, hIAP block -12, mIAP act 1.1, HKDC1 inh 1, ATG4B inh 3 and PfGluPho inh -17.
O=C(Nc1ccccc1)c1cccc(S(=O)(=O)Nc2ccccn2)c1 was read as mIAP block 10, hIAP activ 0.9, A3A deaminase 2, hIAP block 10, mIAP act 0.9, HKDC1 inh -5, ATG4B inh -6 and PfGluPho inh -8.
`CCOC(=O)C1=CN2CCC[C@H]2CC1=O` gave mIAP block -12, hIAP activ 1.1, A3A deaminase -2, hIAP block -14, mIAP act 1.1, HKDC1 inh -7, ATG4B inh 1 and PfGluPho inh 5.
For c1cnc(N2CC[N+]3(CCCC3)CC2)nc1 the results were mIAP block -2, hIAP activ 0.88, A3A deaminase 0, hIAP block 12, mIAP act 1, HKDC1 inh -6, ATG4B inh -4 and PfGluPho inh -7.
For Cc1c(NC(=O)c2ccc(Cl)c([N+](=O)[O-])c2)cccc1-n1cnnn1 the results were mIAP block -4, hIAP activ 1.2, A3A deaminase 3, hIAP block -24, mIAP act 1, HKDC1 inh -5, ATG4B inh -6 and PfGluPho inh 15.
Screening CC1=C(C)CC2(SC1)C(=O)N(c1ccccc1)N=C2N (stereo not given) returned mIAP block -7, hIAP activ 1.1, A3A deaminase -1, hIAP block -5, mIAP act 1.1, HKDC1 inh 4, ATG4B inh 3 and PfGluPho inh -9.
`COC(=O)COc1ccc2c(c1)O/C(=C\c1ccco1)C2=O` gave mIAP block 5, hIAP activ 1.1, A3A deaminase 5, hIAP block -13, mIAP act 0.95, HKDC1 inh -1, ATG4B inh -1 and PfGluPho inh 20.
O=C1COc2ccc(S(=O)(=O)N3CCN(c4ccccc4F)CC3)cc2N1 was read as mIAP block -3, hIAP activ 0.88, A3A deaminase 2, hIAP block 12, mIAP act 1, HKDC1 inh -3, ATG4B inh 2 and PfGluPho inh 5.
For S=C(NCCNC(=S)Nc1ccccc1Cl)Nc1ccccc1Cl the results were mIAP block -10, hIAP activ 1, A3A deaminase -3, hIAP block -1, mIAP act 1.1, HKDC1 inh -3, ATG4B inh 2 and PfGluPho inh 1.
Screening COc1ccc(COC(=O)NC2CCN(S(=O)(=O)c3ccc(OC)cc3)CC2)cc1 returned mIAP block 8, hIAP activ 0.81, A3A deaminase -1, hIAP block 19, mIAP act 0.92, HKDC1 inh 0, ATG4B inh -22 and PfGluPho inh -2.
`Cc1ccc(S(=O)(=O)NC(C)C(=O)Nc2ccc3c(c2)OCO3)cc1` (stereo not given) gave mIAP block -4, hIAP activ 0.95, A3A deaminase 10, hIAP block 5, mIAP act 1, HKDC1 inh 2, ATG4B inh -3 and PfGluPho inh 17.
Screening c1coc(CNc2c3c(nc4ncnn24)CCCC3)c1 returned mIAP block -12, hIAP activ 0.99, A3A deaminase 3, hIAP block 1, mIAP act 1.1, HKDC1 inh 2, ATG4B inh 1 and PfGluPho inh 13.
Screening COc1ccc(OC)c(NC(=O)c2ccc3c(c2)C(=O)N(CC2CCCO2)C3=O)c1 (stereo not given) returned mIAP block 5, hIAP activ 0.85, A3A deaminase 0, hIAP block 15, mIAP act 0.95, HKDC1 inh -4, ATG4B inh -10 and PfGluPho inh -9.
COc1ccc(C(=O)NCCN2CCN(C(=O)c3ccc(OC)c(OC)c3)CC2)cc1OC was read as mIAP block -1, hIAP activ 0.95, A3A deaminase -2, hIAP block 5, mIAP act 1, HKDC1 inh 0, ATG4B inh 0 and PfGluPho inh -12.
`CCOC(=O)c1cc(NC(=O)Nc2ccccc2OC)c(C)nc1C` gave mIAP block -11, hIAP activ 1.2, A3A deaminase -5, hIAP block -23, mIAP act 1.1, HKDC1 inh 2, ATG4B inh 5 and PfGluPho inh -3.
For O=c1c2c3c(sc2nc2n1CCCCC2)C(O)CCC3 (stereo not given) the results were mIAP block 8, hIAP activ 1, A3A deaminase 6, hIAP block -1, mIAP act 0.92, HKDC1 inh 4, ATG4B inh 8 and PfGluPho inh -22.

Four structures already listed, ordered by molar mass, rising.
`COC(=O)COc1ccc2c(c1)O/C(=C\c1ccco1)C2=O` gave mIAP block 5, hIAP activ 1.1, A3A deaminase 5, hIAP block -13, mIAP act 0.95, HKDC1 inh -1, ATG4B inh -1 and PfGluPho inh 20.
For Cc1c(NC(=O)c2ccc(Cl)c([N+](=O)[O-])c2)cccc1-n1cnnn1 the results were mIAP block -4, hIAP activ 1.2, A3A deaminase 3, hIAP block -24, mIAP act 1, HKDC1 inh -5, ATG4B inh -6 and PfGluPho inh 15.
`Cc1ccc(S(=O)(=O)NC(C)C(=O)Nc2ccc3c(c2)OCO3)cc1` (stereo not given) gave mIAP block -4, hIAP activ 0.95, A3A deaminase 10, hIAP block 5, mIAP act 1, HKDC1 inh 2, ATG4B inh -3 and PfGluPho inh 17.
COc1ccc(C(=O)NCCN2CCN(C(=O)c3ccc(OC)c(OC)c3)CC2)cc1OC was read as mIAP block -1, hIAP activ 0.95, A3A deaminase -2, hIAP block 5, mIAP act 1, HKDC1 inh 0, ATG4B inh 0 and PfGluPho inh -12.

Continuation.
Screening Cn1c(CC(=O)Nc2ccc(Cl)c(Cl)c2)n[nH]c1=S returned mIAP block -9, hIAP activ 1.1, A3A deaminase -6, hIAP block -13, mIAP act 1.1, HKDC1 inh 5, ATG4B inh -2 and PfGluPho inh 28.
CNC(=O)c1ccc(Nc2nnc(-c3ccc(O)cc3)c3ccccc23)cc1 was read as mIAP block -15, hIAP activ 1.2, A3A deaminase -14, hIAP block -17, mIAP act 1.2, HKDC1 inh 9, ATG4B inh 9 and PfGluPho inh -12.
`COC(=O)c1ccc(C(=O)OC)c(NC(=O)COC(=O)c2ccc(OC)c(OC)c2OC)c1` gave mIAP block 3, hIAP activ 1, A3A deaminase 6, hIAP block -1, mIAP act 0.97, HKDC1 inh 2, ATG4B inh 0 and PfGluPho inh -3.
COc1ccc(CCCNC(=O)CC#N)cc1OC was read as mIAP block -4, hIAP activ 1.1, A3A deaminase -2, hIAP block -6, mIAP act 1, HKDC1 inh -5, ATG4B inh -8 and PfGluPho inh -2.
For O=C1Nc2ccc([N+](=O)[O-])cc2OC1CCN1CCOCC1 (stereo not given) the results were mIAP block 0, hIAP activ 1, A3A deaminase 1, hIAP block 0, mIAP act 1, HKDC1 inh -6, ATG4B inh -4 and PfGluPho inh 8.
Screening CSc1cccc(-c2nnc(NC(=O)c3cccc(N4C(=O)CCC4=O)c3)o2)c1 returned mIAP block 6, hIAP activ 1.3, A3A deaminase -2, hIAP block -28, mIAP act 0.94, HKDC1 inh -2, ATG4B inh -9 and PfGluPho inh -14.
For O=C(OCC(=O)c1c[nH]c2ccccc12)c1cc2ccccc2cc1O the results were mIAP block 2, hIAP activ 1, A3A deaminase 3, hIAP block 0, mIAP act 0.98, HKDC1 inh -9, ATG4B inh 23 and PfGluPho inh 2.
O=C(COC(=O)c1cc(S(=O)(=O)N2CCOCC2)ccc1Cl)Nc1ccccc1Cl was read as mIAP block 4, hIAP activ 0.91, A3A deaminase -1, hIAP block 9, mIAP act 0.96, HKDC1 inh 4, ATG4B inh 0 and PfGluPho inh 2.
NC(=O)c1ccc(NC(=O)COC(=O)c2c[nH]c3ccccc23)cc1 was read as mIAP block -2, hIAP activ 1.2, A3A deaminase -3, hIAP block -17, mIAP act 1, HKDC1 inh -7, ATG4B inh -4 and PfGluPho inh -4.
Screening C[C@H]1CN([C@@H](C)CO)C(=O)c2cccc(NS(=O)(=O)c3ccc(F)cc3)c2O[C@H]1CN(C)Cc1ccc(Cl)c(Cl)c1 returned mIAP block -6, hIAP activ 1, A3A deaminase -3, hIAP block -1, mIAP act 1.1, HKDC1 inh 2, ATG4B inh 0 and PfGluPho inh 3.
CCN(Cc1ccccc1)S(=O)(=O)CCNC(=O)c1ccccc1 was read as mIAP block 1, hIAP activ 0.9, A3A deaminase -6, hIAP block 10, mIAP act 0.99, HKDC1 inh -2, ATG4B inh 0 and PfGluPho inh -5.
For COc1ccc(C(C)(C)C)cc1NC(=O)COC(=O)c1cnc(C)cn1 the results were mIAP block -10, hIAP activ 0.95, A3A deaminase -5, hIAP block 5, mIAP act 1.1, HKDC1 inh -2, ATG4B inh 0 and PfGluPho inh 10.
Cc1nc(N/N=C/c2ccc(O)cc2O)cc(N2CCOCC2)n1 was read as mIAP block 10, hIAP activ 1.6, A3A deaminase -3, hIAP block -62, mIAP act 0.9, HKDC1 inh -5, ATG4B inh -5 and PfGluPho inh 45.
COc1cc2ncnc(N[C@H](C)c3ccccc3)c2cc1OC was read as mIAP block -6, hIAP activ 1, A3A deaminase 2, hIAP block -4, mIAP act 1.1, HKDC1 inh -11, ATG4B inh 0 and PfGluPho inh -14.
Screening Cn1c(=O)[nH]c(=O)c2c1nc(SCCCO)n2CCCc1ccccc1 returned mIAP block -4, hIAP activ 0.9, A3A deaminase -2, hIAP block 10, mIAP act 1, HKDC1 inh -4, ATG4B inh 1 and PfGluPho inh 6.
`CC(=O)Oc1cccc(/C=C2\Sc3ccccc3C2=O)c1` gave mIAP block 10, hIAP activ 1.2, A3A deaminase -1, hIAP block -18, mIAP act 0.9, HKDC1 inh 32, ATG4B inh 0 and PfGluPho inh -9.
Cc1ccc(Nc2nnc(SCC(=O)NC3CCS(=O)(=O)C3)s2)c(C)c1 (stereo not given) was read as mIAP block -6, hIAP activ 1, A3A deaminase 3, hIAP block -2, mIAP act 1.1, HKDC1 inh -7, ATG4B inh -2 and PfGluPho inh 20.
For CCC(C)Sc1nc2c(cnn2-c2ccc(C)c(C)c2)c(=O)[nH]1 (stereo not given) the results were mIAP block 7, hIAP activ 1.1, A3A deaminase 0, hIAP block -6, mIAP act 0.93, HKDC1 inh 0, ATG4B inh -1 and PfGluPho inh -2.
